Screening data as filed in PubChem BioAssay.
XIAP displacement = XIAP antagonists, biochemical, IAP family, fluorescence polarization (AID 1018); XIAP BIR domain, fluorescence polarization peptide displacement; higher % means a stronger effect; displacement, % at 20 µM; hits with a dose series show IC50 in µM; 200,000 tested, 0.007% active; in the data active = displacement above about 50%; also: a part of the inactive calls stands beside numbers as strong as those of hits
P. falciparum M1AAP = P. falciparum M1AAP inhibitors, biochemical, fluorogenic H-Leu-NHMec substrate, 1536-well (AID 1445); inhibition, % at 30 µM; hits with a dose series show IC50 in µM; recombinant M1AAP, H-Leu-NHMec fluorogenic kinetic assay; higher % means a stronger effect; 220,000 tested, 0.42% active;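 active = primary inhibition above the hit cutoff, then over 50% inhibition at one or more dose response concentrations, cut at about 23% in these data, passing the limit was not always enough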;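 also: plate controls were DMSO full reaction for no effect and no enzyme background for full effect; strong numbers were not always called active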
M17LAP inhibition = P. falciparum M17LAP inhibitors, primary screen, biochemical, fluorogenic H-Leu-NHMec substrate, 1536-well (AID 1619); 220,000 tested, 0.38% active; recombinant M17LAP, H-Leu-NHMec fluorogenic kinetic assay; higher % means a stronger effect; inhibition, % at 30 µM, or IC50 in µM where a hit was titrated;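 active = compound inhibiting the enzyme by more than half at any dose during confirmatory dose-response retesting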;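 also: plate controls were full reaction with DMSO carrier for no effect and no enzyme background for full effect; strong numbers were not always called active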
LYP inhibition = PTPN22 lymphoid phosphatase activity blockers – biochemical, fluorescence intensity, uHTS (AID 1779) | recombinant LYP phosphatase, fluorescence intensity; higher % means a stronger effect | inhibition, % at 11.5 µM; hits with a dose series show IC50 in µM | 290,000 tested, 0.054% active;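 also: plate controls were vehicle with enzyme for no effect and no enzyme for full effect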
Myeloid diff 2 = promotes myeloid progenitor differentiation; 360,000 tested, 1% active; AID 624256; calls only at 10 µM; ER-HoxA9 myeloid progenitors, lysozyme-GFP differentiation, flow cytometry;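 active = normalized GFP-positive differentiation at or above the plate's own cutoff, the solvent-only control mean plus 3 SD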;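 also: cells exposed to compound for four days before flow analysis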
TNAP activation fold = human TNAP enzyme activators, primary screen, biochemical, luminescent, no phosphate acceptor, uHTS (AID 1001); purified TNAP, luminescent activation assay, no phosphate acceptor; higher activation fold means a stronger effect; activation fold at 20 µM; hits with a dose series show EC50 in µM; 200,000 tested, 0.03% active; in the data active = activation fold from about 3, or a potency from the dose series; inactive = the rest, 99 in 100 with activation fold below about 1.6; also: many of its hits are not listed in these tables
PMI inhibitors = MPI enzyme activity inhibition – biochemical, fluorescence intensity, coupled assay, primary screen (AID 1209) | one-dose inhibition, % at 20 µM; IC50 in µM for titrated hits | purified PMI enzyme, coupled fluorescence intensity; higher % means a stronger effect | 190,000 tested, 0.42% active;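 also: plate controls were DMSO vehicle for no effect and wells lacking substrate for full effect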
ER stress rescue = protection against thapsigargin-triggered cell killing – 384-well, CSM14.1, ATP luminescence, primary screen (AID 1222); one-dose cellular ATP content (survival), % at 20 µM; EC50 in µM for titrated hits; 190,000 tested, under 10 active; CSM14.1 thapsigargin-induced death rescue, ATP luminescence; higher % means a stronger effect;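 active = EC50 below 50 µM in the dose-response confirmation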;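 also: death triggered by thapsigargin at about 15 µM added after 2 h compound pretreatment; cell ATP read after overnight thapsigargin exposure of roughly 18 to 22 hours; normalized against plate controls of thapsigargin alone and 5% DMSO vehicle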
PMI inhibition = MPI inhibition at elevated mannose 6-phosphate – biochemical, fluorescence intensity, high mannose 6-phosphate, primary screen (AID 1220); 190,000 tested, 0.66% active; recombinant PMI enzyme, coupled fluorescence intensity; higher % means a stronger effect; inhibition, % at 20 µM, or IC50 in µM where a hit was titrated
Myeloid diff 2 GFP+ MAC1+ % = further read-out of Myeloid diff 2, marked with its call; GFP+ MAC1+ double positive, %; measured here: differentiation confirmed by MAC1 staining
* = called active by the depositor; i = inactive; . = no result given; + = active, no number. Rule as the data show it, unless noted: active = inhibition above about 50%; inactive = the rest.

Results follow in this order: XIAP displacement	P. falciparum M1AAP	M17LAP inhibition	LYP inhibition	Myeloid diff 2	Myeloid diff 2 GFP+ MAC1+ %	TNAP activation fold	PMI inhibitors	ER stress rescue	PMI inhibition
- CCc1cc(C(=O)OC)c(NC(=O)c2cc(Br)cs2)s1
    -4.7%	8%	-4%	-2%	i	8.0	1.1	18%	3.8%	10%
- CCCCOC(=O)CCN1C(=O)/C(=C2\SC(=S)N(CCC(=O)OCCCC)C2=O)SC1=S
    -2.5%	9%	19%	-4%	i	0.5	0.8	16%	-1.1%	12%
- COc1ccc(NC2=CC(=O)CC(C)(C)C2)cc1OC
    -3.6%	6%	4%	0%	i	1.4	1.1	3%	0.6%	21%
- CCOC(=O)C1CCN(CC(O)COCc2cccs2)CC1 (stereo not drawn)
    -4.3%	-1%	-3%	-8%	i	0.6	1.1	-2%	0.8%	-2%
- COc1ccc(S(=O)(=O)NCC2CCCN(C(=O)c3occc3C)C2)cc1 (stereo not drawn)
    -7.5%	0%	-8%	-4%	i	0.5	1	4%	0.6%	3%
- O=C(Cc1ccccc1[N+](=O)[O-])N1CCc2ccccc2C1
    -5.2%	-1%	-2%	-5%	i	0.6	1.2	1%	-0.6%	3%
- CC(=O)c1c(OC(=O)c2cccc(Cl)c2)c2ccccc2n1C
    .	9%	3%	4%	i	1.3	.	.	.	.
- COc1ccccc1NC(=O)CSc1nnc(C)o1
    -0.7%	7%	5%	-2%	i	0.3	1.1	12%	-1.9%	10%
- O=C(c1cccc(NS(=O)(=O)c2cccc([N+](=O)[O-])c2)c1)N1CCOCC1
    -1.3%	-3%	2%	-10%	i	0.6	1	-5%	-0.8%	0%
- COc1ccccc1CCc1nnc(CCC(=O)NC(C)Cc2ccsc2)o1 (stereo not drawn)
    -8.0%	-2%	0%	-10%	i	0.4	1.1	14%	-2.5%	2%
- COC(=O)C1=C(C)NC(=O)CC1c1cc2c(cc1Br)OCO2 (stereo not drawn)
    -4.1%	14%	-1%	-2%	i	1.2	1	-1%	-0.6%	17%
- Cc1cc(C)n2c(C)nnc2c1
    .	1%	8%	-5%	i	0.1	.	.	.	.
- CCn1nc(C)c(CN2CCN(Cc3ccc(OC)c(C)c3C)C(CCO)C2)c1C (stereo not drawn)
    -3.8%	2%	2%	-2%	i	0.4	1.1	5%	-1.8%	-5%
- O=C(/C=C/c1ccc(S(=O)(=O)NCc2ccco2)cc1)N1CCN(c2ccccc2)CC1
    -4.0%	8%	-3%	-3%	i	0.7	1	-4%	-1.2%	-5%
- O=C(O)CCC(=O)N1N=C(c2ccccc2)CC1c1ccc2nccnc2c1 (stereo not drawn)
    -2.5%	12%	26%	-5%	i	0.5	1.1	6%	0.6%	-4%
- COC(=O)c1cc(C(=O)OC)n(Cc2ccc(Br)cc2)n1
    -22%	-1%	-10%	-5%	i	0.5	1.1	1%	-0.5%	0%
- O=C(O)CCCCOn1ccnc1
    -9.9%	1%	7%	-3%	i	0.0	1	-2%	-0.7%	5%
- COCCn1nnnc1C(c1ccc2ncccc2c1)N1CCc2ccccc21 (stereo not drawn)
    -1.7%	-3%	-4%	-8%	i	8.8	1	0%	1.4%	7%
- CCOc1cc(/C=N/NC(N)=O)cc(Br)c1OCC(=O)Nc1cccc2ccccc12
    -4.2%	7%	10%	0%	i	1.1	1	8%	-0.4%	4%
- COC(=O)c1[nH]c2cccc(OC)c2c1NC(=O)C(C)N1CCC(C)CC1 (stereo not drawn)
    -3.6%	7%	-3%	-8%	.	.	1	11%	0.3%	5%
- c1ccc(-c2nc(NCc3ccco3)c3ccccc3n2)nc1
    -5.9%	0%	16%	-1%	i	0.5	1.2	14%	1.5%	16%
- COc1ccccc1/C=C/C=N/n1c(-c2ccncc2)n[nH]c1=S
    -2.6%	13%	11%	4%	i	0.2	1.2	18%	-0.4%	15%
- O=C(NCCO)c1cccc2c1C(=O)c1ccccc1-2
    -5.6%	4%	-4%	-6%	i	0.4	1.1	-24%	-1.3%	-13%
- O=C(Cc1csc(-c2ccccc2)n1)NCc1ccccc1F
    23%	3%	10%	-2%	.	.	1	-7%	-0.9%	-8%
- COc1ccc(C2C(C(C)=O)=C(C)N=c3s/c(=C\c4ccco4)c(=O)n32)c(OC)c1 (stereo not drawn)
    -5.1%	19%	-2%	1%	i	0.7	1	-7%	7.0%	9%
- CCc1nc2sc(C)c(C)c2c(=O)n1CCO
    -4.2%	2%	4%	0%	i	1.0	1.1	11%	.	5%
- CNC(=O)c1ccccc1NC(=O)c1ccc(C)c(S(=O)(=O)N2CCCCC2)c1
    -2.5%	-4%	5%	-11%	i	0.7	1.1	18%	2.5%	13%
- O=C(CNS(=O)(=O)/C=C/c1ccccc1)OC1CCOC1=O (stereo not drawn)
    -3.9%	9%	0%	-2%	i	0.2	1	-10%	-0.3%	-9%
- N/C(=N\NC(=O)Nc1ccc(Cl)cc1)c1ccccn1
    .	8%	8%	2%	i	0.8	.	.	.	.
- Cc1ccc(N)cc1CN1CCCC1=O
    -4.8%	4%	-4%	-3%	i	0.7	1.1	15%	-1.1%	14%
- COc1ccc(Cc2noc(CN3CCN(Cc4csc(C)n4)CC3)n2)cc1OC
    -3.9%	1%	-6%	-11%	i	0.4	1.1	0%	-0.6%	-3%
- Clc1ccc(OC2CCN(Cc3nc(CC4CC4)no3)CC2)cc1
    -6.3%	.	.	-4%	i	0.2	1	0%	-1.1%	-6%
- CCN1CC(CN(C)Cc2cn(-c3cccc(C)c3)nc2-c2cccc(F)c2)CC1=O (stereo not drawn)
    -1.7%	0%	-3%	-7%	i	0.8	1	21%	8.3%	12%
- O=C(c1ccc2ccccc2c1)c1c[nH]cc1-c1ccccc1
    -0.5%	-3%	23%	-2%	i	1.1	1.1	8%	0.1%	15%
- Cc1ccc(S(=O)(=O)N2Cc3ccccc3CC2C(=O)Nc2ccc3c(c2)OCO3)cc1 (stereo not drawn)
    0.2%	5%	0%	11%	i	1.5	1	10%	-1.3%	8%
- Cc1ccc(NC(=O)c2cc([N+](=O)[O-])ccc2N2CCCC2)cc1
    -8.6%	10%	9%	-1%	i	0.2	0.9	13%	0.2%	14%
- O=C(NCCN1C(=O)C2C3C=CC(C3)C2C1=O)NCc1ccccc1 (stereo not drawn)
    -3.2%	-2%	4%	-6%	i	1.4	1	-8%	-0.7%	-15%
- COc1ccc2oc(=O)c(C(=O)C[n+]3cccc(C)c3)cc2c1
    -9.6%	3%	-2%	-6%	i	0.1	1	-18%	-1.7%	29%
- COc1ccc(C2CCCN2C(=O)Nc2ccc(C)c(C)c2)cc1OC (stereo not drawn)
    -2.6%	-1%	-2%	-5%	i	2.1	1.2	7%	-0.1%	9%
- COC(=O)C(CC(=O)c1ccc(Br)cc1)n1ccnc1 (stereo not drawn)
    -8.7%	18%	9%	-6%	.	.	1	-6%	.	-10%

Another view of part of the listing above:
Cc1ccc(N)cc1CN1CCCC1=O
  XIAP displacement = -4.8% | P. falciparum M1AAP = 4% | M17LAP inhibition = -4% | LYP inhibition = -3% | Myeloid diff 2 = i | Myeloid diff 2 GFP+ MAC1+ % = 0.7 | TNAP activation fold = 1.1 | PMI inhibitors = 15% | ER stress rescue = -1.1% | PMI inhibition = 14%
COc1ccc(Cc2noc(CN3CCN(Cc4csc(C)n4)CC3)n2)cc1OC
  XIAP displacement = -3.9% | P. falciparum M1AAP = 1% | M17LAP inhibition = -6% | LYP inhibition = -11% | Myeloid diff 2 = i | Myeloid diff 2 GFP+ MAC1+ % = 0.4 | TNAP activation fold = 1.1 | PMI inhibitors = 0% | ER stress rescue = -0.6% | PMI inhibition = -3%
Clc1ccc(OC2CCN(Cc3nc(CC4CC4)no3)CC2)cc1
  XIAP displacement = -6.3% | P. falciparum M1AAP = . | M17LAP inhibition = . | LYP inhibition = -4% | Myeloid diff 2 = i | Myeloid diff 2 GFP+ MAC1+ % = 0.2 | TNAP activation fold = 1 | PMI inhibitors = 0% | ER stress rescue = -1.1% | PMI inhibition = -6%
CCN1CC(CN(C)Cc2cn(-c3cccc(C)c3)nc2-c2cccc(F)c2)CC1=O (stereo not drawn)
  XIAP displacement = -1.7% | P. falciparum M1AAP = 0% | M17LAP inhibition = -3% | LYP inhibition = -7% | Myeloid diff 2 = i | Myeloid diff 2 GFP+ MAC1+ % = 0.8 | TNAP activation fold = 1 | PMI inhibitors = 21% | ER stress rescue = 8.3% | PMI inhibition = 12%

Going on with the list.
Results follow in this order: XIAP displacement	P. falciparum M1AAP	M17LAP inhibition	LYP inhibition	Myeloid diff 2	Myeloid diff 2 GFP+ MAC1+ %	TNAP activation fold	PMI inhibitors	ER stress rescue	PMI inhibition
- Cc1cc(C)n(CC2CC(=O)N(c3ccc(Cl)cc3)C2=O)n1 (stereo not drawn)
    .	-2%	1%	-6%	i	0.9	.	.	.	.
- COc1cc(/C=C(\C#N)C(=O)N2CCOCC2)ccc1OCc1ccccc1
    -3.4%	5%	1%	2%	i	0.5	1.1	-6%	-1.0%	-4%
- COc1cc(NC(=O)c2ccc([N+](=O)[O-])o2)ccc1NC(=O)c1cccs1
    -3.0%	5%	6%	-2%	+	5.7*	1	-8%	-0.4%	-3%
- CCCOc1ccc2cc(-c3ccccn3)c(=O)oc2c1
    -0.2%	16%	-83%	-29%	i	0.2	1	3%	-2.2%	3%
- CCOc1ccc(NC(C)C(=O)N/N=C/c2ccc([N+](=O)[O-])cc2)cc1 (stereo not drawn)
    -0.1%	2%	-2%	-1%	.	.	1.1	-3%	-0.2%	7%
- O=C1CCc2ccc(NC(=O)C3CC3)cc2N1
    -3.6%	-1%	12%	-7%	i	0.8	1.1	-10%	-0.9%	-8%
- Cc1ccccc1NC(=O)C1CCCN(S(=O)(=O)c2c(C)noc2C)C1 (stereo not drawn)
    -0.9%	2%	-4%	-3%	i	3.9	1.1	1%	2.5%	-2%
- CCCC(=O)NNc1c2ccccc2nc2ccccc12
    -17%	20%	-1%	2%	i	0.2	1	15%	-1.3%	4%
- N#Cc1c(NC(=O)CSc2ccccn2)oc(-c2ccccc2)c1-c1ccccc1
    -13%	2%	4%	9%	i	0.7	1	6%	-3.0%	7%
- CNc1oc(Cc2ccccc2)nc1S(=O)(=O)c1ccc(Cl)cc1
    1.2%	8%	-5%	-10%	i	11	1.1	-9%	0.7%	30%
- O=C(Nc1nnc(C2CC2)s1)c1ccncc1
    -3.6%	5%	29%	-3%	i	1.0	1.1	-5%	-0.7%	1%
- Brc1ccc2ncc(Br)cc2c1
    2.7%	2%	-3%	1%	i	0.1	1.1	7%	-1.7%	-1%
- Cc1ccc(OCC(=O)NC(=S)Nc2cccc(C)n2)cc1
    -2.9%	-4%	1%	-5%	i	0.7	1	2%	20%	-8%
- CCCCN1C(=O)C(CC(=O)NCC)SC1=Nc1ccccc1 (stereo not drawn)
    -2.7%	-5%	1%	-4%	i	0.2	1.1	8%	-1.8%	8%
